IDE exosite FP: exo-site inhibitors of human IDE, primary screen, biochemical, fluorescence anisotropy, probe displacement | Insulin-degrading enzyme (Homo sapiens), P14735 | purified IDE, FL-6b probe fluorescence polarization; hits give low values | z-score at 20 µM | actives 6.3% (n = 17,000);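 active means z-score of -3 or lower, meaning strong loss of probe binding signal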;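 further: His-tagged human IDE residues 42-1019 made in E. coli with 30 nM FL-6b probe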
Target sequence (P14735 42-1019 limits assumed): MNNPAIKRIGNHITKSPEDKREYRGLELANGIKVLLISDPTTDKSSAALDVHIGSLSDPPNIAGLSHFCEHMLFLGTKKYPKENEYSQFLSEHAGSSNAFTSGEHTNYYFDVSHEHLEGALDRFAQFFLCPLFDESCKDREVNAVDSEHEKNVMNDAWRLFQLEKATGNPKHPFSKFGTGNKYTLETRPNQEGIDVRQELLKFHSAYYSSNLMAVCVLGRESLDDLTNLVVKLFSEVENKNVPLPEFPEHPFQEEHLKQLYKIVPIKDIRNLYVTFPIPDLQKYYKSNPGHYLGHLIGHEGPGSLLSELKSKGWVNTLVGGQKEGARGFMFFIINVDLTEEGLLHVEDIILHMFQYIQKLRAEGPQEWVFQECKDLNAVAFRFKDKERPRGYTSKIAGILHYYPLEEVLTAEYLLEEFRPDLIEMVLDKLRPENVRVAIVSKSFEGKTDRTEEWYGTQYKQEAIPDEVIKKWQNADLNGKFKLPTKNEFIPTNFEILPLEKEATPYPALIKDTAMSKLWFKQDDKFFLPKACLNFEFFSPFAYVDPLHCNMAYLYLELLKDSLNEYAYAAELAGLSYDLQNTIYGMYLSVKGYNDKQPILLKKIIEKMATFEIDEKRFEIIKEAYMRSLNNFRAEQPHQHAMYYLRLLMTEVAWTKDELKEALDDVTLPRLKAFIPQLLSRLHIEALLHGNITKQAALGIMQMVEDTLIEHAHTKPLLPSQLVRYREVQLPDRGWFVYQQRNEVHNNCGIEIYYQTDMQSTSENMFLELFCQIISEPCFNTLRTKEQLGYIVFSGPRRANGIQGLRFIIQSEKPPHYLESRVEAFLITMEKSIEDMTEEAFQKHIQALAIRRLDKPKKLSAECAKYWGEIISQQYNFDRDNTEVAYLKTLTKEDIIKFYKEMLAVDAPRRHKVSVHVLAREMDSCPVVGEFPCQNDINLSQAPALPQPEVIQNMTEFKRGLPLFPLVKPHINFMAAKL
* hit, by the source's call; & = joins results of further samples. A portion of the library. The share of hits here may be higher or lower than overall.

[1] C/C=C/c1ccc(C2[C@H]3CNC[C@@H]2N3Cc2ccc3c(c2)OCO3)cc1 (some centres undefined)
  IDE exosite FP = -0.97&-1.3

[2] C/C=C/c1ccc([C@@H]2[C@H]3CN(CCC(F)(F)F)CCCCN3[C@H]2CO)cc1
  IDE exosite FP = 0.63

[3] CCS(=O)(=O)Nc1ccc2c(c1)C(=O)N(C)[C@H]1CC[C@@H](CC(=O)NCCCN3CCOCC3)O[C@H]1CO2
  IDE exosite FP = -0.18

[4] O=S(=O)(c1cccs1)N1CCCCN2[C@H](CO)[C@H](c3ccc(C4=CCCC4)cc3)[C@@H]2C1
  IDE exosite FP = 0.37

[5] CN1CCCCN2[C@H](C1)[C@H](c1ccc(Br)cc1)[C@@H]2CO
  IDE exosite FP = 2.1

[6] C[C@@H]1CN([C@@H](C)CO)C(=O)c2cccc(NS(C)(=O)=O)c2O[C@H]1CN(C)Cc1ccc(-c2ccccc2)cc1
  IDE exosite FP = -0.73

[7] CO[C@H]1CN(C)C(=O)c2cc(NC(=O)C3CCOCC3)ccc2OC[C@@H](C)NC[C@@H]1C
  IDE exosite FP = -0.3

[8] CCc1nc(N2[C@H](CO)[C@H](c3ccccc3-c3ccccc3F)[C@@H]2C#N)sc1C
  IDE exosite FP = -0.27

[9] C[C@H]1CC=CC[C@H](c2cccc(Cl)c2)NC(=O)[C@H](Cc2ccccc2)N(C)C(=O)c2ccccc2O1 (mixture of isomers)
  IDE exosite FP = -0.43

[10] Cc1cccc(S(=O)(=O)N2C[C@H](O)COC[C@@H]3O[C@@H](CC(=O)Nc4ccccc4)CC[C@H]32)c1
  IDE exosite FP = 1.9

[11] N#C[C@H]1[C@@H](c2ccc(C#CC3CC3)cc2)[C@H](CO)N1S(=O)(=O)c1ccccc1
  IDE exosite FP = 2.1

[12] CCCNC(=O)N1CC2(CCN(S(=O)(=O)c3ccccc3)CC2)c2c(n(C)c3cc(OC)ccc23)[C@H]1CO
  IDE exosite FP = 0.53

[13] C[C@H]1CN([C@@H](C)CO)C(=O)c2ccccc2-c2ccccc2CO[C@@H]1CN(C)C(=O)Nc1cccc(C(F)(F)F)c1
  IDE exosite FP = 0.52

[14] COc1ccc(NC(=O)Nc2cccc3c2O[C@@H](CN(C)Cc2ccc(C(=O)O)cc2)[C@H](C)CN([C@@H](C)CO)C3=O)cc1
  IDE exosite FP = 1.1

[15] CS(=O)(=O)N1[C@@H](C#N)[C@@H](c2ccc(C#CC3CCCCC3)cc2)[C@@H]1CO
  IDE exosite FP = 4.4

[16] CC(C)(O)C#Cc1ccc([C@H]2[C@H]3CN(C(=O)c4ccncc4)CCCCN3[C@H]2CO)cc1
  IDE exosite FP = 0.75

[17] CCC(=O)N1CCCCN2[C@H](CO)[C@H](c3ccc(-c4ccc(F)cc4)cc3)[C@H]2C1
  IDE exosite FP = 3.3

[18] CN(C)C(=O)c1ccc(-c2ccc([C@@H]3[C@@H](CO)N4CCCCN(S(C)(=O)=O)C[C@@H]34)cc2)cc1
  IDE exosite FP = 2.5

[19] CC(=O)N1CCCCN2[C@H](CO)[C@H](c3ccc(-c4ccc(C)cc4)cc3)[C@@H]2C1
  IDE exosite FP = 0.45

[20] COCC(=O)N1[C@H](CO)[C@@H](c2ccccc2-c2cccc(OC)c2)[C@@H]1C#N
  IDE exosite FP = 1.3

[21] CCc1cnc(N2[C@H](C#N)[C@H](c3ccc(C#CCC4CCCC4)cc3)[C@H]2CO)s1
  IDE exosite FP = 1.8

[22] CCC(=O)N1CC(=O)N2[C@H](CO)[C@H](c3ccc(-c4ccccc4F)cc3)[C@@H]2C1
  IDE exosite FP = -2.1

[23] Cc1ccc(-c2ccc([C@@H]3[C@@H](CO)N4C(=O)CN(C(=O)c5ccc(F)cc5)C[C@H]34)cc2)cc1
  IDE exosite FP = 0.054

[24] CCCC#Cc1ccc2c(c1)O[C@H](CN(C)Cc1ccccn1)[C@H](C)CN([C@H](C)CO)S2(=O)=O
  IDE exosite FP = -0.18

[25] COCC(=O)N(C[C@@H]1[C@@H](c2ccccc2)[C@@H](CO)N1C(=O)NC(C)C)C(C)C
  IDE exosite FP = -0.46

[26] CNC[C@H]1OCCCC[C@@H](C)Oc2ccc(NC(=O)Nc3ccc(OC)cc3)cc2C(=O)N([C@@H](C)CO)C[C@H]1C
  IDE exosite FP = 1.5

[27] COc1cccc(-c2ccc([C@@H]3[C@@H](CO)N4CCCCN(C(=O)c5ccc6c(c5)OCO6)C[C@H]34)cc2)c1
  IDE exosite FP = 0.39

[28] COc1ccc(NC(=O)N2CCCCN3[C@H](CO)[C@@H](c4ccc(C#Cc5ccccn5)cc4)[C@@H]3C2)cc1
  IDE exosite FP = 1.5

[29] C/C=C/c1ccc([C@H]2[C@@H](CO)N(C(=O)C3CC3)[C@H]2CNC(=O)CN(C)C)cc1
  IDE exosite FP = 0.9

[30] C[C@H]1CC(=O)N[C@@H](c2ccccc2)C/C=C\C[C@H](c2ccc3c(c2)OCO3)NC1=O
  IDE exosite FP = -1.1

In the list so far, 2 have a CF3 group:
[2] C/C=C/c1ccc([C@@H]2[C@H]3CN(CCC(F)(F)F)CCCCN3[C@H]2CO)cc1
  IDE exosite FP = 0.63

[13] C[C@H]1CN([C@@H](C)CO)C(=O)c2ccccc2-c2ccccc2CO[C@@H]1CN(C)C(=O)Nc1cccc(C(F)(F)F)c1
  IDE exosite FP = 0.52

More compounds follow.
[31] C[C@@H]1CN([C@H](C)CO)C(=O)c2cccc(NC(=O)Nc3ccc(C(F)(F)F)cc3)c2O[C@@H]1CN(C)S(=O)(=O)c1cn(C)cn1
  IDE exosite FP = 1

[32] CCNC(=O)c1cc2c(c(-c3cccc(-c4cccc(C(=O)N(C)C)c4)c3)n1)[C@H](CCO)N([S@@](=O)C(C)(C)C)C2
  IDE exosite FP = 1.4

[33] C/C=C/c1ccc(C2[C@@H]3CN(C(=O)Nc4ccc(C(F)(F)F)cc4)C[C@H]2N3)cc1 (some centres undefined)
  IDE exosite FP = -0.0087&0.092

[34] N#Cc1cccc(-c2ccc(C3[C@@H]4CN(C(=O)Nc5ccccc5)C[C@H]3N4)cc2)c1 (some centres undefined)
  IDE exosite FP = 3.5&4.5

[35] C[C@H](CO)N1C[C@H](C)[C@H](CN(C)C(=O)c2ccccc2)Oc2ncc(C#Cc3ccccc3)cc2C1=O
  IDE exosite FP = -3

[36] O=C(c1ccncc1)N1CC(=O)N2[C@H](C1)[C@@H](c1ccc(-c3cccnc3)cc1)[C@@H]2CO
  IDE exosite FP = -3.2*

[37] COCC#Cc1ccc([C@H]2[C@@H](CO)N3C(=O)CN(C(=O)C4CCOCC4)C[C@@H]23)cc1
  IDE exosite FP = 1.2

[38] CC(=O)N1[C@H](CO)[C@@H](c2ccccc2)[C@@H]1CNC(=O)CN1CCOCC1
  IDE exosite FP = -0.19

[39] COc1ccc2c3c([nH]c2c1)[C@H](CO)NCC31CCN(C(=O)Cc2cccnc2)CC1
  IDE exosite FP = -0.42

[40] CO[C@H]1CC[C@@H]2CCOc3c(C#N)cccc3C(=O)N(C)CCCC(=O)N(C)C[C@H]1O2
  IDE exosite FP = 0.91

[41] CCCC#Cc1ccc([C@@H]2[C@H]3CN(Cc4cncnc4)CCCCN3[C@H]2CO)cc1
  IDE exosite FP = 2.9

[42] CCC(=O)N1CC(=O)N2[C@H](CO)[C@@H](c3ccc(-c4cccnc4)cc3)[C@@H]2C1
  IDE exosite FP = -1.4

[43] CCCNC(=O)N1CC2(CCN(S(=O)(=O)c3ccccc3)CC2)c2c(n(C)c3cc(OC)ccc23)[C@@H]1CO
  IDE exosite FP = 1.2

[44] O=C(C[C@@H]1CC[C@H]2[C@@H](COC[C@@H](O)CN2Cc2cccc(Cl)c2)O1)NCc1cccc(F)c1
  IDE exosite FP = -0.59

[45] COC(=O)[C@H]1[C@H](CO)[C@H]2Cn3c(ccc(C4=CCCC4)c3=O)[C@H]2N1C(=O)Cc1cccnc1
  IDE exosite FP = -0.33

Part of the list above, with values ahead of the structure.
No.	IDE exosite FP	Structure
22	-2.1	CCC(=O)N1CC(=O)N2[C@H](CO)[C@H](c3ccc(-c4ccccc4F)cc3)[C@@H]2C1
23	0.054	Cc1ccc(-c2ccc([C@@H]3[C@@H](CO)N4C(=O)CN(C(=O)c5ccc(F)cc5)C[C@H]34)cc2)cc1

Quoted from the listing:
cpd 35 | IDE exosite FP: -3
cpd 39 | IDE exosite FP: -0.42

Next section
[46] CCC(=O)N1C[C@@H](O)COC[C@@H]2O[C@H](CC(=O)NC)CC[C@H]21
  IDE exosite FP = 0.27

[47] C[C@@H]1CN([C@@H](C)CO)C(=O)c2cc(C#CC3(O)CCCC3)cnc2O[C@H]1CN(C)S(=O)(=O)c1cccc(F)c1
  IDE exosite FP = 0.17

[48] C[C@@H]1CCCCO[C@@H](CN(C)C(=O)CCCN(C)C)[C@H](C)CN([C@@H](C)CO)C(=O)c2cc(NC(=O)Nc3ccc4c(c3)OCO4)ccc2O1
  IDE exosite FP = -0.78

[49] N#C[C@H]1[C@H](c2ccc(-c3cccc(F)c3)cc2)[C@H](CO)N1C(=O)CN1CCOCC1
  IDE exosite FP = -2.1

[50] O=C(NC[C@@H]1[C@@H](c2ccccc2)[C@H](CO)N1Cc1ccccn1)C1CC1
  IDE exosite FP = 1.9

[51] N#C[C@H]1[C@@H](c2ccc(C#Cc3ccc(F)cc3)cc2)[C@H](CO)N1C(=O)C1CCCC1
  IDE exosite FP = 5.4

[52] COCC(=O)N1[C@H](C#N)[C@H](c2ccccc2-c2cccc(OC)c2)[C@H]1CO
  IDE exosite FP = 0.64

[53] C[C@H]1CN([C@@H](C)CO)C(=O)c2cc(NC(=O)C3CCCCC3)ccc2O[C@@H]1CN(C)Cc1ccc2c(c1)OCO2
  IDE exosite FP = 0.25

[54] O=C(Nc1ccc2c(c1)[C@H]1C[C@@H](CC(=O)N3CCOCC3)O[C@H](CO)[C@H]1O2)Nc1ccccc1F
  IDE exosite FP = 0.39

[55] CCCN(C)C[C@H]1OCCCC[C@@H](C)Oc2ccc(NC(=O)CCCN(C)C)cc2C(=O)N([C@@H](C)CO)C[C@H]1C
  IDE exosite FP = 0.8

[56] O=C(Nc1ccccc1F)N1CC(=O)N2[C@@H](CO)[C@H](c3ccc(-c4cccnc4)cc3)[C@@H]2C1
  IDE exosite FP = -0.56

[57] CCCNC(=O)C[C@H]1CC[C@H]2[C@@H](COc3ccc(NC(=O)CC)cc3C(=O)N2C)O1
  IDE exosite FP = 0.3

[58] C/C=C/c1ccc([C@H]2[C@@H](CO)N3C(=O)CN(C(=O)CC4CC4)C[C@@H]23)cc1
  IDE exosite FP = -1.4

[59] O=C(c1ccccn1)N1CC2(C1)[C@@H](c1ccccc1)[C@@H](CO)N2C(=O)C1CCCCC1
  IDE exosite FP = -4.6*

[60] C[C@@H]1CN([C@H](C)CO)C(=O)c2ccccc2-c2ccccc2CO[C@@H]1CN(C)C(=O)Nc1cccc(Cl)c1Cl
  IDE exosite FP = 0.58

[61] C[C@H]1CN([C@@H](C)CO)S(=O)(=O)c2ccc(C#CC3(O)CCCC3)cc2O[C@@H]1CN(C)C(=O)Nc1cccc(F)c1
  IDE exosite FP = -0.53

An excerpt of these results, tab-delimited.
item	SMILES	IDE exosite FP
51	N#C[C@H]1[C@@H](c2ccc(C#Cc3ccc(F)cc3)cc2)[C@H](CO)N1C(=O)C1CCCC1	5.4
52	COCC(=O)N1[C@H](C#N)[C@H](c2ccccc2-c2cccc(OC)c2)[C@H]1CO	0.64
53	C[C@H]1CN([C@@H](C)CO)C(=O)c2cc(NC(=O)C3CCCCC3)ccc2O[C@@H]1CN(C)Cc1ccc2c(c1)OCO2	0.25
54	O=C(Nc1ccc2c(c1)[C@H]1C[C@@H](CC(=O)N3CCOCC3)O[C@H](CO)[C@H]1O2)Nc1ccccc1F	0.39
55	CCCN(C)C[C@H]1OCCCC[C@@H](C)Oc2ccc(NC(=O)CCCN(C)C)cc2C(=O)N([C@@H](C)CO)C[C@H]1C	0.8
56	O=C(Nc1ccccc1F)N1CC(=O)N2[C@@H](CO)[C@H](c3ccc(-c4cccnc4)cc3)[C@@H]2C1	-0.56
57	CCCNC(=O)C[C@H]1CC[C@H]2[C@@H](COc3ccc(NC(=O)CC)cc3C(=O)N2C)O1	0.3

Source: PubChem
